# KCC2 mod: KCC2 cotransporter modulators, thallium flux, primary screen, cell-based, HEK293 KCC2, FluoZin-2 fluorescence, MLSMR; Solute carrier family 12 member 5 (Homo sapiens), Q9H2X9; KCC2 cells, thallium flux FluoZin-2 fluorescence; actives 2.2% (n = 190,000); B-score of Tl+ flux slope (higher = more flux/activation; lower = inhibition) at 10 µM;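 active means thallium flux slope and its plate-corrected score both differing from the plate sample mean at a set confidence after two filtering rounds, in either direction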;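 further: slope of fluorescence scaled to starting intensity during 10 to 20 s after thallium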
# Wee1 stabilizer: Wee1 degradation inhibitors, primary screen, cell-based, HeLa, Wee1K328M-luciferase, luminescence. Wee1-like protein kinase (Homo sapiens), P30291. HeLa Luc-Wee1K328M stability; 100% = proteasome inhibitor MG132 effect. reporter increase, % at 5 µM. actives 1.2% (n = 220,000). AID 1321, 2008;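 active means activation above the mean of all tested compounds plus 3 SD, set per screening run, cut at about 8.8% in these data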;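 further: cells exposed to compound for 20 h before luminescence read; 0% = DMSO alone and 100% = MG132 at 30 µM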
# thrombin 1536: human alpha-thrombin inhibitors, primary screen, counter-screen for coagulation protease inhibitor project, biochemical, 1536-well, fluorogenic AMC substrate | AID 1046, 2008 | actives 0.26% (n = 220,000) | Boc-VPR-AMC fluorogenic substrate cleavage | inhibition, % at 5 µM;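 active means inhibition at or above 40%; inactive means inhibition below 40%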;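 further: 0% = enzyme with no compound and 100% = wells without enzyme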
#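 signal = AMC fluorescence, 355/460 nm | material = human alpha-thrombin enzyme | control set = enzyme without compound as high, wells lacking enzyme as low | times = reaction at room temperature | read-out basis = percent inhibition scaled between no-compound controls and no-enzyme blanks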
# FXIIa inh: human FXIIa protease inhibitors, primary screen, biochemical, 1536-well; inhibition, % at 5 µM; Coagulation factor XII (Homo sapiens), P00748; actives 0.3% (n = 220,000); purified FXIIa, Boc-QGR-AMC fluorogenic substrate, 2 h; in the data active means inhibition above about 40%;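 further: 0% = enzyme with no compound and 100% = blank without enzyme; many of its hits are not listed in these tables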
# FXIa inh 1536: human FXIa protease inhibitors, primary screen, biochemical, 1536-well. Coagulation factor XI (Homo sapiens), P03951. purified FXIa, Boc-Glu-Ala-Arg-AMC fluorogenic substrate. inhibition, % at 5 µM. actives 0.14% (n = 220,000). AID 798, 2007;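 active means inhibition of at least 40%; inactive means inhibition below 40%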;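 further: fluorescence of freed AMC excited at 355 nm; 0% = enzyme without compound and 100% = no enzyme blank; many of its hits are not listed in these tables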
# KLK5 inh: human KLK5 protease inhibitors, primary screen, biochemical, 1536-well; recombinant hK5, fluorogenic AMC substrate cleavage; inhibition, % at 5 µM; actives 0.59% (n = 210,000); Kallikrein-5 (Homo sapiens), Q9Y337; AID 873, 2007;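 active means inhibition of 40% or more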;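 further: 0% = enzyme controls without compound and 100% = no-enzyme blanks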
# Target sequence (Q9Y337 67-293 limits assumed): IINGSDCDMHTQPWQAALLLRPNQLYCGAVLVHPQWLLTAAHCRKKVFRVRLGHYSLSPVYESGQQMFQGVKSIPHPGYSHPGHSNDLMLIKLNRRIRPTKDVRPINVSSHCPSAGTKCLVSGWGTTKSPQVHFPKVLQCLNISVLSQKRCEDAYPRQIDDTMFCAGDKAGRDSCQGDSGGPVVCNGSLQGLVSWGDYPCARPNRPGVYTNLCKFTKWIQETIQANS
# p97 ATPase inh: inhibitors of human p97 ATPase, primary screen, biochemical; Transitional endoplasmic reticulum ATPase (Homo sapiens), P55072; recombinant p97 ATPase, Kinase-Glo ATP luminescence, 3 h; inhibition, % at 8 µM; actives 0.42% (n = 220,000); in the data active means inhibition above about 15%;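 further: 0% = DMSO vehicle and 100% = wells lacking enzyme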
# PERK inhibitor: block of dimerizer-induced PERK translation repression, primary screen, PERK inhibitor project, CHO PERK-DD cells, SEAP luminescence, HTS. Eukaryotic translation initiation factor 2-alpha kinase 3 (Homo sapiens), Q9NZJ5. actives 0.17% (n = 220,000). inhibition, % at 5.6 µM. CHO PERK-DD fusion, SEAP luminescence translation reporter;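 active means inhibition above the mean inhibition of all tested compounds plus 3 SD, set separately per screening campaign, cut at about 2.9% in these data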;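 further: PERK kinase domain activated by AP20187 dimerizer at 100 nM; 0% = DMSO with dimerizer and 100% = rapamycin at 8.4 µM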
# Furin inh: human furin inhibitors, primary screen, biochemical, fluorescence intensity | P09958 | purified furin, fluorogenic substrate cleavage | actives 0.061% (n = 220,000) | inhibition, % at 30 µM; in the data active means inhibition above about 25%; further: inactives centre near -15
# Target sequence (P09958 108-714 limits assumed): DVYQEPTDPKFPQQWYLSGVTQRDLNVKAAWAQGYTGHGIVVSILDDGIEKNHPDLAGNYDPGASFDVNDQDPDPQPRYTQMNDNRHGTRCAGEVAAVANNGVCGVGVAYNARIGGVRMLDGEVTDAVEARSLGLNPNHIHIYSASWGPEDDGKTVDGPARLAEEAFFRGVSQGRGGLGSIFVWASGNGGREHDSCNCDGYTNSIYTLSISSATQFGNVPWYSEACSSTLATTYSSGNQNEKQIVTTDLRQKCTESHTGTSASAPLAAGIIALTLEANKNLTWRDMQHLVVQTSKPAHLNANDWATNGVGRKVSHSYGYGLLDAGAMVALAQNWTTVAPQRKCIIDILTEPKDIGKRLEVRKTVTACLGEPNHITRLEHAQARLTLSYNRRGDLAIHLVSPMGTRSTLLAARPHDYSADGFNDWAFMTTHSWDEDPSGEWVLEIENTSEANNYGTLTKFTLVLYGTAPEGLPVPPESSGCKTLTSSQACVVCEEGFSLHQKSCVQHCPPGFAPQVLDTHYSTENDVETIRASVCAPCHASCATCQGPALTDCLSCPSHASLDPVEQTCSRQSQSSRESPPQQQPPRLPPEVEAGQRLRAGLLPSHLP
# Starred values were filed as active, the others as inactive; nt = not tested or not shown; [ ] = dose if it differs, or a comment.
# Results follow in this order: KCC2 mod	Wee1 stabilizer	thrombin 1536	FXIIa inh	FXIa inh 1536	KLK5 inh	p97 ATPase inh	PERK inhibitor	Furin inh
- Cc1nc2ccccc2cc1C(=O)N/N=C/c1cccc([N+](=O)[O-])c1
 : 1.4	-1	0	10	8	-4	8	0.6	-20
- CCOC(=O)c1sc2nc(C)nc(N3CCCCC3C)c2c1C (stereo unspecified)
 : 0.018	6	-9	1	-6	-3	-1	-0.3	-7
- CCOC(=O)c1[nH]c(C)c(C(=O)OCC(=O)N2CC(=O)Nc3ccccc32)c1C
 : 0.079	1	8	29	8	42*	-5	-0.4	-14
- COc1ccc(/C=N/n2cnc3c([nH]c4ccc(C)cc43)c2=O)cc1CN1CCCC1
 : 0.35	-1	-3	12	0	-1	-3	-0.7	-14
- CN1CCN(CCCNC(=O)c2cc3c(-c4ccc(Cl)cc4)nn(C)c3s2)CC1
 : nt	0	7	13	4	-5	-3	-1.4	-40
- CC1=CC(C)(C)N=C(Nc2ccc(C)cc2)S1
 : 0.62	-3	-2	2	-1	1	0	0.0	-9
- C=CCNCCOCCOc1ccc(Cl)cc1C(C)(C)C
 : 1.3	0	1	13	11	-4	0	0.2	-20
- COc1ccc(NC(=O)CSc2nnc(-c3ccccn3)n2Cc2ccco2)cc1OC
 : 0.18	0	2	6	0	-6	-4	-0.9	-10[20 µM]
- Cc1ncc(CN=Cc2ccc(Cl)cc2)c(N)n1
 : -0.46	1	-5	7	-2	-1	3	1.1	-24
- NS(=O)(=O)c1cccc(NC(=O)COC(=O)CN2C(=O)C3CC=CCC3C2=O)c1 (stereo unspecified)
 : 0.4	3	1	4	-4	-8	1	1.7	-17
- COc1ccc(-c2[nH]ncc2CN(C)CC2CCCCO2)cc1F (stereo unspecified)
 : 0.23	3	-14	5	-6	-5	2	0.4	-13
- COc1ccc(CCNS(=O)(=O)c2ccc3c(c2)CCN3C(=O)CCC(=O)O)cc1OC
 : nt	4	2	-2	-9	-41	-2	0.7	-10[20 µM]
- COc1ccc(NC(=O)CCCN2C(=O)C3C4C=CC(C4)C3C2=O)c(OC)c1 (stereo unspecified)
 : 0.91	1	2	9	5	4	1	0.9	-11[20 µM]
- Cc1ccccc1NC(=O)COc1ccc(Br)cc1CNCCCO
 : 1.2	-2	1	-3	-5	-26	2	0.8	-25
- COc1cccc(CNCc2ccc(C(=O)O)cc2)c1OC
 : 0.31	0	7	9	-3	-3	3	1.9	-24
- Cc1ccc2[nH]c(-c3ccccc3)c(CN3CCN(C)CC3)c(=O)c2c1
 : 1.3	-1	0	16	3	-14	0	-1.1	-6[20 µM]
- Cc1nc2nc(Cc3ccccc3)[nH]n2c(=O)c1Cc1ccccc1
 : nt	7	10	2	5	20	1	0.6	-16[20 µM]
- COc1ccccc1N1CCN(c2ccc(Cl)nn2)CC1
 : 0.61	-1	15	2	-5	-2	3	0.8	-12
- Cc1c(C)c(C)c(S(=O)(=O)n2[nH]c(=O)c(CCO)c2C)c(C)c1C
 : -0.19	1	-6	9	-3	-1	1	0.3	-25
- COc1ccc(-c2cc(C(=O)N/N=C/c3ccc4c(c3)OCO4)c3ccccc3n2)c(OC)c1
 : nt	0	3	10	0	1	0	-1.4	-11[20 µM]
- CCc1ccc(C(=O)Nc2ccc(OC)c(S(=O)(=O)N3CCOCC3)c2)cc1
 : -0.38	1	-11	-1	-5	-8	-1	0.4	-10
- COc1cccc(/C=N/Nc2nnc(C)n2N)c1OCc1ccccc1Cl
 : -0.79	-1	1	6	12	0	5	0.4	-10
- Cc1ccc(C(=O)NC(=S)Nc2ccc(S(=O)(=O)N(C)c3ccccc3)cc2)cc1
 : -0.17	2	-9	-8	-2	-20	5	1.7	-16[20 µM]
- O=c1oc2ccccc2c(NCc2ccc(Cl)cc2)c1[N+](=O)[O-]
 : -0.54	0	0	12	0	2	4	1.9	-30
- CCN(CC)c1ccc(NC(=O)CSc2nnc(N)s2)cc1C
 : nt	-1	-1	6	-3	1	0	0.3	-26
- O=C(Nc1cccnc1)c1ccccc1F
 : nt	-2	1	21	3	-10	0	0.6	5
- CCn1ccnc1CN(C)Cc1cn(-c2ccc(C)cc2)nc1-c1cccc(C)c1
 : -0.19	-2	-6	7	-3	0	1	-0.5	-26
- COc1ccc(C(=O)Nc2cccc(-c3cc4ccccc4oc3=O)c2)cc1[N+](=O)[O-]
 : 1.4	2	-15	5	-1	-21	2	0.0	-17
- COc1ccc(N(C(=O)c2cccnc2)S(=O)(=O)c2cccc([N+](=O)[O-])c2)cc1
 : -0.37	3	19	13	-4	-5	5	-0.1	-24
- CC(=O)N1N=C2c3ccccc3CCC2C1c1ccc(F)cc1 (stereo unspecified)
 : -3.6*	-1	-9	0	-4	-7	-3	0.3	-21
- COc1cccc(Nc2nc3ccc(C(=O)c4ccccc4)cc3n3cnnc23)c1
 : 1.1	-3	0	10	2	3	4	-0.3	-20
- CC(=O)Nc1ccc(C(=O)NNC(=O)Cc2ccccc2)cc1
 : 0.34	1	-9	3	-7	-7	4	0.9	-24
- Cc1ccc(OCC(=O)O/N=C(\N)c2ccccn2)cc1
 : -0.53	5	-1	-2	-6	-12	4	0.9	-19
- NS(=O)(=O)c1ccc(N/N=C/c2ccc(O)cc2O)c([N+](=O)[O-])c1
 : 0.41	7	0	4	-14	15	4	0.3	-12
- CCOC(=O)c1cnc(SC)nc1Sc1ccc(Cl)cc1Cl
 : 0.53	-1	2	8	4	-6	-7	-0.1	-20[20 µM]
- OCc1nn2c(c1Br)NC(c1ccccc1)CC2C(F)(F)F (stereo unspecified)
 : nt	0	-6	10	-1	-1	0	0.3	-15[20 µM]
- COc1ccc(CNC2CC(=O)N(C)C2=O)cc1 (stereo unspecified)
 : 1.1	4	-6	1	-8	-4	7	1.0	-27
- Cc1ccc(Cl)cc1N1CCN(C(=O)CSc2nnc3n2C(C)(C)Cc2ccccc2-3)CC1
 : -3	0	-1	12	1	-20	-9	-0.7	-15[20 µM]
- CCOc1ccc(N2CC(C(=O)NCc3ccc(F)cc3)CC2=O)cc1 (stereo unspecified)
 : nt	-3	-6	5	-10	-10	-1	-0.2	-20
- COCCNC(=O)C(=O)NNC(=O)c1ccccc1OC
 : nt	0	-7	4	-1	-3	4	1.1	-6

# The closing three records of the section above open the next one:
# Results follow in this order: KCC2 mod	Wee1 stabilizer	thrombin 1536	FXIIa inh	FXIa inh 1536	KLK5 inh	p97 ATPase inh	PERK inhibitor	Furin inh
- Cc1ccc(Cl)cc1N1CCN(C(=O)CSc2nnc3n2C(C)(C)Cc2ccccc2-3)CC1
 : -3	0	-1	12	1	-20	-9	-0.7	-15[20 µM]
- CCOc1ccc(N2CC(C(=O)NCc3ccc(F)cc3)CC2=O)cc1 (stereo unspecified)
 : nt	-3	-6	5	-10	-10	-1	-0.2	-20
- COCCNC(=O)C(=O)NNC(=O)c1ccccc1OC
 : nt	0	-7	4	-1	-3	4	1.1	-6
- O=C(c1cc2cc(Br)ccc2oc1=O)N1CCCC1
 : nt	0	-6	8	5	-11	5	0.3	-13[20 µM]
- C/C(=N/NC(=O)CN1CCN(S(=O)(=O)c2ccc(C)cc2)CC1)c1ccco1
 : 0.017	1	-5	7	0	-9	-5	0.2	-14
- O=C(Nc1ccc(-n2cnnn2)cc1)C1CCCN1C(=O)NC1CCCCC1 (stereo unspecified)
 : -0.28	-1	1	2	3	-25	-3	0.0	-6[20 µM]
- C#CCn1c(=NC(=O)CN2C(=O)CCC2=O)sc2cc(S(N)(=O)=O)ccc21
 : 1.2	4	-6	11	5	-11	2	0.9	-12
- CCNC(=S)Nc1sc2c(c1C#N)CCC(C)C2 (stereo unspecified)
 : 2	-2	0	5	3	2	1	-0.1	-8
- CCn1c(SCc2nc3ccccc3[nH]2)nnc1-c1cccnc1
 : -0.15	0	-6	4	-1	0	3	0.3	-18[20 µM]
- CC1CCN(C(=O)c2ccc(S(=O)(=O)N(C)C)cc2)C(C)C1 (stereo unspecified)
 : nt	-4	0	11	5	-3	1	0.0	0[20 µM]
- COc1ccccc1OCCC(=O)O
 : 0.81	0	-3	3	-4	-4	0	0.6	-10
- CCCCN(CCCC)CC(O)CN1C(=O)NC(C)(C)C1=O (stereo unspecified)
 : 0.032	-1	-3	9	-6	6	-1	0.4	-14[20 µM]
- Cc1cc(=O)[nH]c(N/N=C/c2ccc([N+](=O)[O-])cc2)n1
 : 3	2	0	-6	-3	-16	1	0.4	-17
- O=C(Cc1cccs1)Nc1nnc(Cc2ccccc2)s1
 : -0.66	1	-1	4	3	-83	2	0.1	-25[20 µM]
- CC(C)n1cc(C(=O)c2ccccc2O)cc(C#N)c1=O
 : 0.025	0	-7	7	0	7	6	0.3	-17
- COc1ccc(NC(=S)Nc2cc(C(F)(F)F)ccc2F)cc1
 : 0.21	-1	-5	7	-4	nt	1	0.0	-21
- CC(Cl)C(=O)Nc1ncc(C(F)(F)F)cc1Cl (stereo unspecified)
 : -0.37	4	5	12	1	-3	2	1.8	-16[20 µM]
- COc1cc(C(C)=O)ccc1Oc1ncnc2c1cnn2-c1ccccc1
 : -2.5	1	-1	10	12	-12	-1	1.5	-29
- O=C(NCC1CCCO1)c1ccc(COCC(F)(F)C(F)F)cc1 (stereo unspecified)
 : 0.73	0	-12	-13	-2	0	0	0.5	3[20 µM]
- Cc1ccc(N2C(=O)C(Cc3ccc(O)cc3)NC2=S)cc1C (stereo unspecified)
 : -3.9*	-1	-1	19	12	14	6	1.5	-40
- Cc1cccc(NC(=O)CCN2C(=O)C3C4C=CC(C4)C3C2=O)n1 (stereo unspecified)
 : nt	1	-2	7	-11	-18	-3	-0.8	-23
- O=C(CSc1nc2ccccc2[nH]1)Nc1cccc(S(=O)(=O)N2CCOCC2)c1
 : -0.25	6	15	32	15	nt	1	-0.4	-9
- O=C(COC(=O)c1ccc(F)c(S(=O)(=O)N2CCCCC2)c1)NCc1ccc(F)cc1
 : -1.6	-2	-1	11	20	20	2	-0.4	-17
- Cc1ccc(CNC(=O)c2cn(C3CCCC3)c(=O)c3c2c2ccccc2n3C)o1
 : nt	0	6	17	6	-23	3	-1.3	-18[20 µM]
- CC(=O)c1cccc(N=C2NC(=O)CS2)c1
 : 0.88	-1	1	9	-3	-8	-8	0.2	-14[20 µM]
- O=c1c2ccccc2c(/C=N/c2n[nH]c(CCCO)n2)c(O)n1-c1ccccc1Cl
 : -0.7	0	1	13	2	5	4	1.3	-11
- Cc1c(Br)c(C(=O)N2CCc3ccccc32)nn1C
 : -2.3	0	0	11	8	-1	4	0.4	-12
- O=C(COc1ccc(Cl)cc1Cl)Nc1cccnc1
 : -0.17	-1	1	3	-6	-9	-5	-0.4	-13
- COc1cc(NC(C)=O)c2ncccc2c1NC(C)=O
 : nt	-1	1	11	1	1	5	0.5	-15
- COc1ccc(NC(=O)c2ccc(S(=O)(=O)N3CCCCCC3)cc2)c(OC)c1
 : -1.5	-1	-1	10	-2	0	-7	0.9	-27

# Compound activity: PubChem, several laboratories
